Screening data from PubChem BioAssay.
LDHA block = blocks human lactate dehydrogenase A | P00338 | purified LDHA, NADH/diaphorase-resazurin fluorescence; active compounds read low | activity change, % (values are at about 110 or 230 µM) | 480,000 compounds, 0.15% hits | AID 1347041; in the data active = activity change below about -30%; inconclusive = mostly about -25% to -30%;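 also: plate controls were DMSO wells for no effect and wells without enzyme for full effect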
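Human LDH5 (2 nM) was incubated with 0.06 mM NADH and 0.2 mM pyruvate for 5 min at room temperature in Tris pH 7.4. Remaining NADH was coupled through diaphorase/resazurin, and resorufin fluorescence was read at 0 and 20 min.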
ERG-DNA inh = inhibitors of human ERG Ets domain-DNA interaction. AID 624246. Potency, µM (top dose mostly 76.9 µM), inactives show top-dose FP activity, negative = inhibition, most hits filed as inhibitors. fluorescence polarization, His-ERG Ets domain / labelled DNA. 370,000 compounds, 0.028% hits; active = well fitted inhibition curve with a large enough effect in the polarisation, with a control signal flat; inconclusive = small, poorly fitted or top-dose-only effect, or effect the other way, or a change in a side signal; inactive = no such curve, though single readings can be large or run the other way; the % refers to the polarisation;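 also: polarization taken with two DNA probes labelled with fluorescein and Texas red; potency is read from the fitted curve at half-maximal effect; % of control where 0% means no effect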
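His-tagged ERG Ets domain (1 uM in the protein solution; 300mM KCl, 50mM Tris-HCl, 1mM EDTA, 1mM DTT, pH 7.5) received compound, then a probe mix of 5 nM fluorescein-DNA and 100nM Texas-615-DNA. Fluorescence polarization was read for both dyes.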
D2 agonist = agonists of human D2 dopamine receptor; HEK293 T-REx D2 cells, calcium flux agonist mode; activation, % at 2 µM; P14416; 340,000 compounds, 0.53% hits;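 active = activation over 3 SD above normal in the single-dose calcium agonist read, cut at about 30% in these data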; also: 0% is about no effect
Target sequence (P14416 whole entry, looked up): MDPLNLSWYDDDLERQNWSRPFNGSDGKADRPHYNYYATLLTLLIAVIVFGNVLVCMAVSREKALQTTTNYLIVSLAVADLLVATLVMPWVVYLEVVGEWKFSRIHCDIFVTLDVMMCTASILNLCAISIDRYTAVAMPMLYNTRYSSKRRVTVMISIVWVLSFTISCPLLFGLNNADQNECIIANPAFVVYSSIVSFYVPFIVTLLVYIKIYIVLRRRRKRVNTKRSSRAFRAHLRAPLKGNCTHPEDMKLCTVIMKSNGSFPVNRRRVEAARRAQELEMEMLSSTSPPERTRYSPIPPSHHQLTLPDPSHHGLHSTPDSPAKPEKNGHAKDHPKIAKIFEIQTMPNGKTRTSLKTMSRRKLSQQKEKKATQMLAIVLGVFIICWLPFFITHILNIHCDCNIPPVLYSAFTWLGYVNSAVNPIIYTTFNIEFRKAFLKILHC
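Agonism scored from kinetic calcium signal (1 read/sec, 180 s) following compound pin transfer, after a 10 s baseline. Cells: HEK293 Trex line expressing inducible D2 receptor coupled to calcium, dye-loaded after overnight culture at 30 C.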
Vif-A3G inh = blocks the Vif interaction with human APOBEC3G; HeLa A3G-eYFP + Vif (tagged APOBEC3G with the HIV-1 protein that degrades it), YFP fluorescence, overnight; Potency, µM (series often up to 46.1 µM), inactives show at the top dose activity, negative = active, hits mostly inhibitors; 410,000 compounds, 0.076% hits; AID 602310;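 also: potency is read from the fitted curve at half-maximal effect; % is scaled to controls: 0 for no effect and ±100 for the full control effect; nearly all actives have a fitted effect of over 60% in size; hits raise eYFP signal because A3G escapes Vif-driven loss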
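Read-out is eYFP fluorescence (Ex 488/Em 500-530) from Vif-expressing HeLa A3G-eYFP cells; more signal means A3G escaped Vif-mediated degradation. Cells plated overnight, compound pinned in, incubated overnight at 37 deg C.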
GRP78 ERSR act = ER stress response induction in glioma; U87-MG GRP78 promoter luciferase reporter, 16 h; Potency, µM, for the others: at the highest dose activation, usual class: activators; 420,000 compounds, 0.02% hits; AID 602332; also: potency is read from the fitted curve at half-maximal effect; series mostly up to about 76 µM; % of control where 0% means no effect; nearly all actives have a fitted effect of over 35% in size
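ERSR induction read as luciferase luminescence (Bright-Glo, 10 min at room temperature) in stably transfected human U87-MG glioma cells exposed to compounds for 16 h, using GRP78 as sensor.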
RGS4 inhibitor = inhibitors of human regulator of G protein signaling 4 | P49798 | Potency, µM (series often up to 114 µM), inactives show at the highest dose activity change, negative = inhibition, actives largely listed as inhibitors | 390,000 compounds, 0.039% hits | Transcreener GDP fluorescence polarization, RGS4-accelerated GTP hydrolysis; also: potency is read from the fitted curve at half-maximal effect; % is scaled to controls: 0 for no effect and ±100 for the full control effect; nearly all actives have a fitted effect of over 75% in size; some results filed as inactive show a strong effect at the top dose
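MLSMR compounds (23 nl, pin-transferred) preincubated 10 min at room temperature with a 500nM (2x) first reagent, then RGS4 at 900nM (2x) plus Transcreener GDP mix added; fluorescence polarization (620/688 nm) read before and after 90 min at 30 °C.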
Vif-A3F inh = blocks the Vif interaction with APOBEC3F; HeLa A3F-eYFP + Vif (tagged APOBEC3F with the HIV-1 protein that degrades it), YFP fluorescence increase; Potency, µM (doses to about 46.1 µM), for inactives: at the highest dose activity, negative = active; 390,000 compounds, 0.2% hits; also: potency is read from the fitted curve at half-maximal effect; % of control where 0% means no effect; nearly all actives have a fitted effect of over 65% in size
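Fluorescence increase (Ex 488/Em 500-530) after overnight compound treatment at 37 deg C flags inhibition of Vif-driven A3F-eYFP loss in stable HeLa A3F-eYFP/Vif cells seeded overnight beforehand.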
ALOX12 inh = inhibitors of human 12S-lipoxygenase ALOX12; P18054; purified 12hLO, xylenol orange hydroperoxide absorbance; Potency, µM (highest dose often 108 µM), for inactives: at the top dose activity change, negative = inhibition, most hits filed as inhibitors; 580,000 compounds, 1.1% hits; also: potency is read from the fitted curve at half-maximal effect; % is scaled to controls: 0 for no effect and ±100 for the full control effect
Target sequence (P18054 whole entry, looked up): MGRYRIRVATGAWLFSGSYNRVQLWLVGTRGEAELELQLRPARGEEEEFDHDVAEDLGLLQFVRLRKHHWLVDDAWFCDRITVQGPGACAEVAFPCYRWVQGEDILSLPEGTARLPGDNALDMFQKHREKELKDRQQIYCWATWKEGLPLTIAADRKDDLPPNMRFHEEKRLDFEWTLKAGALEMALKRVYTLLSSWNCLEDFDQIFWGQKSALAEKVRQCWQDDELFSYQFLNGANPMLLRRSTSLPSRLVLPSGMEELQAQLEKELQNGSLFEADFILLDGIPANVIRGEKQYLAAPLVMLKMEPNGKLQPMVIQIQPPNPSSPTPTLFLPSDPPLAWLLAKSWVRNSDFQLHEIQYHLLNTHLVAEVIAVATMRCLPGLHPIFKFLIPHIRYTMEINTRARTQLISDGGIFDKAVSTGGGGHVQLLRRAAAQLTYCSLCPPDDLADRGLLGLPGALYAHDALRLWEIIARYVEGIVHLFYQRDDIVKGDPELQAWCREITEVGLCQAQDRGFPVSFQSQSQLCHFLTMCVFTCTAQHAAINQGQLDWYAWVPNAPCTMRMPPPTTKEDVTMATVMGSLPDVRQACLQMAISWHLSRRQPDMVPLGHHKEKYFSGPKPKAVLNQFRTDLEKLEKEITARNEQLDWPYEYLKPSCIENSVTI
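Purified human 12hLO (150 nM final) in 25 mM Hepes, 0.01% Triton X-100, pH 7.0 was preincubated 15 min at room temperature with compound. Then 40 uM arachidonic acid was added, 30 min. Hydroperoxide was read by Fe-XO absorbance ratio 573/405 nm.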
D2 antag = antagonizes the human D2 dopamine receptor; P14416; HEK293 TREx D2 cells, calcium flux, dopamine EC80; inhibition, % at 10 µM; 340,000 compounds, 2% hits; AID 485344; in the data active = inhibition above about 30%; also: 0% is about no effect
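Overnight-induced (tetracycline, 30 C) HEK293 T-REx cells carrying force-coupled D2 receive a no-wash calcium dye, then compound, then EC80 dopamine at 180 s; signals are read kinetically throughout.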
Starred values were filed as active, the others as inactive; ? = inconclusive; nt = not tested or not shown; & = joins results of further samples; [ ] = another dose, or the depositor's remark. Unless noted, calls follow the shape of the dose curve; as a rule, active = well fitted curve in the direction sought with a large enough effect; inconclusive = small, poorly fitted or top-dose-only effect, or another doubt; inactive = no such curve, though single readings can be large; an effect the other way counts as inactive or inconclusive. Some of the compounds tested. The share of hits here may be higher or lower than overall.

SMILES	LDHA block	ERG-DNA inh	D2 agonist	Vif-A3G inh	GRP78 ERSR act	RGS4 inhibitor	Vif-A3F inh	ALOX12 inh	D2 antag
COc1cc2c(cc1OC)-c1nc3ccccc3c(=O)n1C(C)(C)C2	-8.7	1.5%	-0.2	-0.4%	-4.4%	16.1%	2.3%	18.2%	-25.9
COC(=O)c1cnn2c(C)c(Cc3c(C)cc(C)cc3C)c(C)nc12	-0.8	-1.7%	0.2	5.2%	0.9%	16.0%	0.8%	-6.1%	nt
O=C(Nc1ccc(C2=NCCN2)cc1)c1ccc(C(=O)Nc2ccc(C3=NCCN3)cc2)c([N+](=O)[O-])c1	-35.6*	29.6%	-1.1	3.8%	-0.2%	?	-21.7%	?	-10.6
COc1cc2c(cc1OC)-c1cc(OCCN3CCOCC3)nc(=O)n1CC2	11.9	-6.3%	-0.3	-11.0%	3.8%	-37.1%	-3.4%	-3.2%	-7.9
Cn1c(=O)c([N+](=O)[O-])c(N2CCN(Cc3ccc4c(c3)OCO4)CC2)c2ccccc21	-1.9	-16.4%	0.0	-0.9%	-5.2%	-26.1%	-2.7%	0.0%	2.3
Cc1ccc(-c2noc(CCC(N)=O)n2)cc1	-2.4	-1.6%	0.4	-0.8%	-0.7%	-9.3%	-0.9%	0.0%	-4.6
Cc1ccc(NC(=O)CSc2nc3n[nH]c(C)c3c(=N)n2-c2cccc(C)c2)cc1	-11.9	1.0%	-0.5	-8.2%	-4.0%	0.2%	?	-8.0%	nt
Cc1nnc(SCC(=O)NC23CC4CC(CC(C4)C2)C3)n(N)c1=O	-0.3	6.3%	1.0	-0.3%	5.1%	15.3%	-5.3%	12.3%	-8.6
Fc1ccc(CSc2nncn2NCc2ccc3c(c2)OCO3)cc1	-8.7	7.0%	1.0	1.5%	-3.5%	-13.1%	-3.5%	-14.5%	11.3
CCOC(=O)c1c(C)sc(-c2c(-c3ccc4c(c3)OCCO4)[nH]c3c2c(=O)n(C)c(=O)n3C)c1O	-1.9	-1.7%	-1.9	6.0%	-2.6%	-8.9%	-9.2%	-10.8%	nt
CC(=O)c1c(C)nc2cc(Cl)ccc2c1N	-4.1	-2.7%	nt	1.6%	-3.8%	-22.8%	6.2%	0.0%	nt
CCOc1ccc(/C=N/n2c(C)nc3ccccc3c2=O)cc1	0.0	-0.3%	0.3	-0.3%	-2.1%	-106.7%	-6.9%	nt	-8.6
CCc1ccc(N2CC(C(=O)Nc3cccc(S(=O)(=O)N4CCCC4)c3)CC2=O)cc1 (configuration not stated)	-2.6	1.0%	0.0	-0.3%	-1.9%	-4.0%	1.0%	2.5%	-8.0
CC(C)C(=O)c1c(C(C)C)nn2ccccc12	2.5	-10.5%	nt	0.0%	-6.5%&-1.0%&-3.1%&-2.4%	19.9%[56.9 µM]	11.7%	0.1%	nt
CC/C(=C(/c1ccccc1)c1ccc(OCC[N+](C)(C)C)cc1)c1ccccc1	-30.9*	nt	nt	-9.3%	-6.0%	?	-12.2%	44.7µM*	nt
COc1ccc(S(=O)(=O)NNC(=O)c2cc3cc4ccccc4nc3s2)cc1	-1.3	-8.8%	-0.6	-1.0%	-5.1%	16.5%[56.9 µM]	-3.0%	?	-4.9
Cc1nn(Cc2ccccc2)c(Cl)c1/C=C/C(=O)OCC(=O)N(C)C1CCS(=O)(=O)C1 (configuration not stated)	-9.6	-1.6%	0.5	-3.3%	-0.7%	-40.6%	2.0%	-7.3%	-17.3
Cc1cc(F)ccc1S(=O)(=O)Nc1ncnc2sccc12	-11.7	-0.2%	0.6	0.1%	-2.7%	?	-3.0%	-7.6%	3.4
Cn1c(COc2ccc(Br)cc2)nnc1SC1CCc2ccccc2C1=O (configuration not stated)	22.2	4.6%	0.1	4.0%	0.3%	-42.1%	-2.6%	-13.5%	14.3
Fc1ccc(N=Cc2ccc[nH]2)cc1	-2.6	0.5%	2.0	-1.3%	-2.5%	-16.4%	4.8%	13.1%	-2.2
Cc1ccc(Nc2nnc(SC(C)C(=O)NCC3CCCO3)s2)cc1C (configuration not stated)	-2.7	2.6%	-0.7	0.6%	-0.7%	4.5%	0.4%	-12.9%	-14.5
COc1ccc(CCNC(=O)COC(=O)CCC(=O)c2ccc(F)cc2)cc1OC	2.7	8.9%	0.3	1.4%	-2.5%	-10.4%	-3.5%	-10.4%	-3.3
Cc1onc(-c2ccccc2)c1C(=O)NNC(=S)NC(=O)c1ccc(Cl)cc1Cl	-9.0	-0.1%	31.8*	-16.5%	?	-8.8%	-2.2%	?	30.3*
S=c1[nH]nc(COc2ccccc2)n1/N=C/C=C/c1ccccc1	-1.3	7.2%	-1.2	-3.1%	-0.7%	?	-5.8%	-15.7%	-8.2
CC(=O)Oc1ccc(N(C(C)=O)S(=O)(=O)c2cccs2)cc1	-11.8	-1.5%	-1.3	-1.2%	-4.9%	22.2%	-1.1%	1.7%	-3.6
CCOC(=O)c1sc(N=NC2=C(O)CC(C)(C)CC2=O)c(C(=O)OCC)c1C	1.1	23.0%	1.4	-0.3%	0.2%	-3.2%	3.7%	-9.0%	-0.2
COc1cccc(OCC(O)CN2CCc3ccccc3C2)c1 (configuration not stated)	-6.4	6.3%	-0.8	-0.2%	-1.5%	-13.8%	-15.5%	-0.5%	-17.6
CCS(=O)(=O)N1CCCC(C(=O)NCCCN2CCCC2=O)C1 (configuration not stated)	-3.5	-1.6%	0.9	2.3%	-7.4%	-31.0%	1.5%	387.9%[activator]	nt
CC[N+]1(C)CCC(O)(c2ccc(OC)cc2)C(C(=O)c2ccc(OC)cc2)C1 (configuration not stated)	-3.7	nt	nt	-27.7%	-13.8%	?	-3.8%	-1.5%	nt
Cc1ccc(CNS(=O)(=O)c2ccc3[nH]c4c(c3c2)CCCC4)cc1	-0.2	-0.8%	0.3	-2.2%	-2.9%	-4.9%	-0.1%	?	nt
CCOC(=O)C1=C(COC(=O)c2ccc3ccccc3c2O)NC(=O)NC1C (configuration not stated)	-3.0	11.3%	0.9	-0.7%	-2.3%	-9.3%	-0.3%	39.8µM*	7.5
Cc1nc(CN(C)c2ncnc3ccc(-c4ccc5c(c4)OCO5)cc23)cs1	-2.0&6.8	nt	nt	-14.0%	-3.8%	nt	nt	?	nt
CCCc1nn(C)c2c1C(c1cccnc1)C(C#N)=C(N)O2 (configuration not stated)	8.8	9.2%	-0.3	2.1%	-6.0%	-5.5%	-4.7%	-10.9%	-10.5
COc1ccc(CN2CCCC(C(=O)c3cccc(OC(C)C)c3)C2)cc1Cn1cccn1 (configuration not stated)	-13.6	7.9%	-1.8	2.6%	-2.2%	18.5%	7.9%	0.0%	-38.0
CCN1CCN(Cc2nc3c(c(=O)n(C)c(=O)n3C)n2CCc2ccccc2)CC1	0.6	1.0%	nt	1.2%	-1.4%	-4.9%	-2.2%	11.1%[57.4 µM]	nt
Cc1ccc(CN2C(=O)c3ccccc3NC2c2cc(Br)ccc2O)cc1 (configuration not stated)	4.5	12.4%	-0.2	-13.2%	0.2%	3.1%	-9.0%	1.1%	-5.3
Cc1ccc(NC(=O)CSCc2cnn(-c3ccccc3)c2-n2cccc2)c(C)c1	-4.5	4.8%	1.8	nt	nt	37.7%	nt	-25.4%	nt
CC(=O)N1CCCc2cc(S(=O)(=O)N3CCC(C(=O)NCc4ccc(F)cc4)CC3)ccc21	-12.2	-4.2%	0.3	-0.5%	-3.3%	16.1%	-3.3%	-22.4%	nt
CCOC(=O)CN=C/C(C(C)=O)=C(/C)O	-14.7	108.5%[activator]	-0.1	2.4%	-3.3%	22.2%	0.3%	-0.5%	-6.8
COc1ccc(S(=O)(=O)c2c(Nc3ccc(C)cc3C)sc(C(=O)c3ccc(F)cc3)c2N)cc1	-13.0	0.1%	7.4	-6.0%	0.2%	-23.7%	-8.5%	-14.0%	nt
O=C(CS(=O)(=O)Cc1ccccc1)N1CCN(c2cccc(C(F)(F)F)c2)CC1	-2.8	-12.7%	1.0	-1.1%	-8.9%	-59.1%[56.9 µM]	-13.4%	0.0%	24.4
O=C(Nc1ccc(Oc2cccnc2)cc1)C1CCN(Cc2cccc(Cl)c2)CC1	-4.2	4.8%	-0.9	3.6%	-1.9%	-18.7%	-1.4%	-3.8%	-2.8
N=c1n(Cc2ccccc2)c2ccccc2n1Cc1ccccc1	-3.9	5.0%	-0.5	-3.0%	-9.7%	10.4%	-28.2%	?	-7.9
O=C(Nc1nnc(CCN2CCCCC2)s1)c1cccc(Cl)c1	-13.1	-19.2%	0.0	3.0%	-2.7%	-2.4%	23.0%	?	2.2
CCOc1ccc2[nH]cc(C(=O)N3CCN(CC)CC3)c(=O)c2c1	-1.6	1.2%	0.3	-1.6%	-4.3%	-16.5%	-0.5%	2.8%	9.1
Oc1c(C(c2ccc(Br)cc2)N2CCOCC2)sc2nc(-c3ccco3)nn12 (configuration not stated)	6.8	-19.9%	0.3	1.9%	-2.1%	-1.3%	3.7%	?	nt
CC1CC(=O)Nc2ccccc2N1C(=O)CN1CCN(C=O)CC1 (configuration not stated)	-8.2	12.7%	0.8	2.0%	-1.4%	1.1%	1.2%	-0.1%	-7.6
CC(=O)O/N=C/c1c(Cl)n(C)c2ccccc12	-8.4	-0.4%	-1.0	0.6%	0.9%	13.4%	3.9%	-6.3%	9.0
Cn1cnc([N+](=O)[O-])c1Nc1cccc(O)c1	0.4	0.2%	0.9	-0.1%	-1.7%	1.8%	0.3%	0.0%	-8.8
